# Dengue-2 NS5 capping – flavivirus cap methylation enzyme inhibition – biochemical, confirmation dose response, primary screen (AID 588689) | Dengue-2 NS5 methyltransferase capping enzyme assay, biochemical; higher % means a stronger effect | inhibition, % at 25 µM, or IC50 in µM where a hit was titrated | 340,000 compounds, 0.3% hits; in the data active = a potency from the dose series; inconclusive = inhibition above about 29% without an active follow-up result
# Dengue-2 NS5 capping pilot replicate – recorded beside Dengue-2 NS5 capping, whose call it bears; inhibition, %; measured here: pilot screen replicate inhibition
# Starred values were filed as active, the others as inactive; ? = inconclusive. A portion of the library; count on the stated rates, not on these rows.
SMILES,Dengue-2 NS5 capping,others
CCCn1c(N)c(N(CCOC)C(=O)CSCC(=O)Nc2cccc(C)c2)c(=O)[nH]c1=O,-4%,
CCN1CCC(O)(/C=C/c2ccc(C)cc2)C(C(=O)/C=C/c2ccc(C)cc2)C1 (stereo unspecified),-44%,
Cc1nc2ccc(NS(=O)(=O)c3ccc(Br)cc3)cc2s1,-10%,
O=P(Cc1ccccc1)(Cc1ccccc1)c1ccccc1,3%,
COc1ccc2[nH]c3c(c2c1)CCN1C(=O)C(CC(=O)NC(C)(C)C)C[C@H](C(=O)N2CCCCC2)[C@@]31C (stereo partly specified),1%,Dengue-2 NS5 capping pilot replicate=1.5
CCN(CC(=O)NCc1cccs1)S(=O)(=O)c1ccccc1Cl,0%,
O=C(COC(=O)C1CC(=O)N(Cc2ccco2)C1)Nc1ccc(F)cc1F (stereo unspecified),0%,
CCN(C(=O)COC(=O)c1cc(S(=O)(=O)N(C)C)ccc1Cl)C1CCS(=O)(=O)C1 (stereo unspecified),3%,
COc1ccc(OC)c(NC(=O)Cc2csc(NC(=O)Nc3ccccc3OC)n2)c1,-5%,
CC(C)CCN1CCC(C)(NC(=O)c2ccccc2)C1=O (stereo unspecified),-2%,
CCOC(=O)c1c(NC(=O)COC(=O)c2ccc([N+](=O)[O-])cc2)sc(C(=O)N(C)C)c1C,-7%,
CCCCN1CCS(=O)(=O)N(Cc2ccccc2Br)CC(C(=O)OC)C1 (stereo unspecified),3%,
CC(C)(O)CN(C(=O)c1ccccc1)C1CCCCC1,-2%,
Cc1ccc(CNC(=O)COC(=O)c2ccc(Br)o2)cc1,2%,
CCNc1nc(NCC)n2c(SCC(=O)Nc3cc(OC)ccc3OC)nnc2n1,-11%,
CC1CN(C(=O)C(C)OC(=O)c2ccc3ncsc3c2)CC(C)O1 (stereo unspecified),2%,
Cc1ccc(NCN2C(=O)c3ccccc3C2=O)cc1Cl,-6%,
CCCn1c(=NC(=O)CS(=O)(=O)c2ccccc2)sc2cc(S(C)(=O)=O)ccc21,-1%,
Cc1ccc(S(=O)(=O)NOCc2ccccc2)cc1,-4%,Dengue-2 NS5 capping pilot replicate=4.2
Cc1ccc(OCC(=O)NNC(=O)Nc2ccc(Cl)cc2)c(Br)c1,3%,
COc1cc(NCCCn2cnc(C(=O)Nc3ccc(C)c(C)c3)n2)cc(OC)c1OC,-10%,Dengue-2 NS5 capping pilot replicate=-2.5
O=C(NC1CCCC1)c1cccc2c1C(=O)c1ccc(N3CCCCC3)cc1S2(=O)=O,?,
COc1cc(CCC(=O)NC2(C)CCS(=O)(=O)C2)cc(OC)c1OC (stereo unspecified),-11%,
Cc1c(C(=O)N2CCC2)oc2ccc(Br)cc12,-2%,
COc1ccc(C2CCCCCN2C(=O)C2CCN(S(=O)(=O)c3cccc(C(C)=O)c3)CC2)cc1 (stereo unspecified),-8%,
# Continued:
SMILES,Dengue-2 NS5 capping,others
COc1cccc(NC(=O)C2CCN(S(=O)(=O)c3ccc(N4CCCC4=O)cc3)CC2)c1,1%,
CCOc1ccc(/C=C/C(=O)OCC(=O)Nc2cccc(S(=O)(=O)N3CCCC3)c2)cc1,2%,
O=C1C=C(c2cccc(Cl)c2)C[C@@H](c2ccc(Cl)cc2)C1,-2%,
COc1ccc(N(CC(=O)NCc2cccnc2)S(=O)(=O)c2ccccc2)c(OC)c1,0%,
N#Cc1ccccc1S(=O)(=O)N1CCN(c2nc(-c3ccccc3)nc3ccccc23)CC1,2%,
CC[C@]12c3[nH]c4ccc(Cl)cc4c3CCN1C(=O)[C@@H](CC(=O)NCCc1ccccn1)C[C@@H]2C(=O)N1CCN(C(=O)c2ccco2)CC1,-2%,Dengue-2 NS5 capping pilot replicate=-0.9
O=C(COC(=O)CC1CC2CCC1C2)NCc1ccc(Cl)cc1 (stereo unspecified),-3%,
CCN(C(=O)Cn1nnc(-c2ccccc2)n1)C1CCS(=O)(=O)C1 (stereo unspecified),3%,
O=C(c1cc2ccccc2cc1O)N1CCN(c2ccc([N+](=O)[O-])cc2)CC1,-1%,
CCCCCCCN1C(Nc2ccccc2)=NC[C@@H]1C,3%,
COCC(=O)Nc1ccc2c(c1)[C@@H]1C[C@H](CC(=O)NCc3cccc(F)c3)O[C@@H](CO)[C@@H]1O2,-5%,
COc1ccc(NC(=O)CN(C)C(=O)c2cccc(-n3cccc3)c2)cc1,-6%,
O=C(OCC(=O)N1CCCCCC1)c1cccc(Cl)c1,3%,
COc1ccc(OCCN2CCCC2)cc1Nc1nnc(Cl)c(Nc2ccccc2S(C)(=O)=O)n1,-11%,
O=C1NC[C@@H](Cc2cccc3ccccc23)N(CCC23CC4CC(CC(C4)C2)C3)C1=O,-11%,
COc1cccc(NC(=O)c2ccc(OC(F)(F)F)cc2)c1,-6%,
CC(C)C1C(=O)N(Cc2cn(CCC3OCCO3)nn2)CCS(=O)(=O)N1Cc1ccc(-c2ccc(Cl)c(Cl)c2)cc1 (stereo unspecified),-2%,
N#Cc1ccc(OCC(=O)N2CCN(c3ccc(C(F)(F)F)cn3)CC2)cc1,4%,
COc1cccc(NC(=O)CSc2cccc[n+]2[O-])c1,2%,
CC[C@H](C)[C@H]1CNC(=S)N1CC1CCN(CC)CC1,4%,
CCC(c1ccc(O)c(O)c1)C(CC)c1ccc(O)c(O)c1 (stereo unspecified),-1%,
C=CCn1c(=O)/c(=C/c2ccc(Cl)cc2)s/c1=C(\C#N)c1nnc2n1CCCCC2,9%,
C[C@H]1CN([C@@H](C)CO)C(=O)CCCn2cc(nn2)CO[C@@H]1CN(C)C(=O)Nc1ccc(C(F)(F)F)cc1,-2%,
CC(OC(=O)c1nccnc1N)C(=O)Nc1ccc(S(=O)(=O)N2CCCC2)cc1 (stereo unspecified),2%,
COc1ccc(S(=O)(=O)N2CCCCCC2)cc1NC(=O)c1ccccc1F,-9%,

# The last 2 entries of the part before come first, to join the parts:
SMILES,Dengue-2 NS5 capping,others
CC(OC(=O)c1nccnc1N)C(=O)Nc1ccc(S(=O)(=O)N2CCCC2)cc1 (stereo unspecified),2%,
COc1ccc(S(=O)(=O)N2CCCCCC2)cc1NC(=O)c1ccccc1F,-9%,
CC12CC(O)C3C(CCC4=CC(=O)CCC43C)C1CCC2=CCO (stereo unspecified),6%,
CC1(C)CC(=O)C=C(c2ccc(-c3ccccc3)cc2)C1=O,-7%,
CCOCC(=O)NC1CCc2cc(OC)c(OC)c(OC)c2-c2ccc(SC)c(=O)cc21 (stereo unspecified),0%,
CCN(CC)C(=O)C1=C(C)N(CCC2=CCCCC2)C(=O)C(CC(=O)NCCCCc2ccccc2)C1 (stereo unspecified),3%,
C[C@@H]1CN([C@@H](C)CO)C(=O)CCCn2nncc2CO[C@H]1CN(C)S(=O)(=O)c1ccccc1C#N,-11%,
CC(C)[C@H](NC(=O)c1ccccc1F)C(=O)Nc1ccc2c(c1)OCO2,1%,
Cc1ccccc1NC(=O)COC(=O)c1c(C)nn(-c2ccccc2)c1C,2%,
O=C(c1cccc(S(=O)(=O)N2CCc3ccccc32)c1)N1CCOCC1,9%,
CSCCC(NS(=O)(=O)c1ccccc1F)C(=O)NCC(C)(C)N1CCOCC1 (stereo unspecified),-1%,
O=C1CC(NS(=O)(=O)c2cccnc2)CN1c1ccc(F)cc1 (stereo unspecified),-1%,
COC(=O)[C@]1(CC(C)C)N[C@H](c2ccc(-c3ccc(F)cc3)cc2)[C@@H]2C(=O)N(C)C(=O)[C@@H]21,-2%,
CCN(CC)C(=O)[C@H]1C[C@H](CC(=O)NCCN2CCOCC2)C(=O)N2CCc3c([nH]c4ccc(Cl)cc34)[C@]12C,0%,
CCOC(=O)c1ccccc1NC(=O)COC(=O)CSc1ccccc1,-2%,
CCCCCC(=O)N1C[C@H](O)[C@@H](n2cc(-c3ccc(F)cc3)nn2)C[C@@H]1c1ccc(Cl)cc1,-1%,
O=C(CCN1C(=O)C2CCCCC2C1=O)Nc1nc2c(F)cc(F)cc2s1 (stereo unspecified),7%,
O=C(COC(=O)c1cc(=O)c2ccccc2o1)NCc1ccccc1,4%,
CCN(C(=O)CN1C(=O)NC2(CCc3ccccc32)C1=O)C1CCS(=O)(=O)C1 (stereo unspecified),4%,
O=C1N[C@H](Cc2ccccc2)COC(=O)[C@H](Cc2ccc(F)cc2)C/C=C\C[C@@H]1CC(=O)N(CCO)Cc1ccccc1,3%,
N#CC1(NC(=O)Cn2ncc(Cl)c(Cl)c2=O)CCCCC1,-3%,
Cc1cccc(NC(=O)CNC(=O)c2cc(S(=O)(=O)N(C)C)ccc2N2CCCC2)c1C,3%,
C[C@]12c3[nH]c4cc(-c5ccco5)ccc4c3CCN1C(=O)[C@@H](CC(=O)NCC13CC4CC(CC(C4)C1)C3)C[C@@H]2C(=O)N1CCOCC1,2%,Dengue-2 NS5 capping pilot replicate=0.0
CCOC(=O)c1c(-c2ccc3ccccc3c2)csc1NC(=O)CCCC(=O)O,2%,
Cn1c(-c2ccccc2)c(C#Cc2ccc(N)cc2)c2ccccc21,-8%,
CCCCn1c(N)c(N(CCC(C)C)C(=O)CSc2nncn2-c2ccccc2)c(=O)[nH]c1=O,1%,
O=C1CCC(CCc2nc3ccccc3[nH]2)(c2ccccc2)C(=O)N1 (stereo unspecified),-5%,
# More structures:
SMILES,Dengue-2 NS5 capping,others
NS(=O)(=O)c1ccc(CCNC(=O)COC(=O)CCc2c[nH]c3ccccc23)cc1,14%,
COc1ccc2ccc(OCC(=O)NCC3CCCO3)cc2c1 (stereo unspecified),-4%,
COc1ccccc1-n1nnnc1SCC(=O)NC1CC1,8%,
CCOc1ccc(CCN2C(=S)N([C@@H](CC(C)C)CN3CCCC3CN3C(=S)NC[C@@H]3Cc3ccc(O)cc3)C[C@@H]2Cc2ccc(O)cc2)cc1 (stereo partly specified),-3%,Dengue-2 NS5 capping pilot replicate=3.4
Cn1c(CCC(=O)Nc2ccc(S(C)(=O)=O)cc2)nc2cc(S(=O)(=O)N3CCOCC3)ccc21,-11%,
Cc1cccc(Nc2nc(N)nc(N)c2N=O)c1,2%,
COc1ccc(C=CC(C)=NNC(=O)c2ccncc2)cc1,2%,
Cc1cccc(-n2c(SCC(=O)N3CCN(c4ccccn4)CC3)nnc2N2CCOCC2)c1,-2%,
O=C(NNC(=O)c1cc2ccccc2o1)c1ccncc1,6%,
O=C1[C@H](Cc2ccccc2)NCCCC[C@H](c2ccc(Cl)cc2)N1Cc1ccc(Cl)cc1,-2%,
O=C(NC(Cc1c[nH]c2ccccc12)C(=O)O)c1cccc(S(=O)(=O)N2CCCCC2)c1 (stereo unspecified),-1%,
CC(C)(C)OC(=O)C[C@@H]1C/C=C\C[C@@H](CC(=O)N(CCO)Cc2ccccc2)C(=O)N[C@H](Cc2c[nH]c3ccccc23)COC1=O,-5%,
CCCNC(=O)c1onc(CS(=O)(=O)c2cc(C)cc(C)c2)c1C(=O)NCCC,-1%,
Cn1cccc1C(=O)OCC(=O)Nc1sccc1C#N,-8%,
Cc1ccc(S(=O)(=O)N(C)CC(=O)OCC(=O)c2ccc3c(c2)NC(=O)CO3)cc1,19%,
Cc1ccc2nc(COC(=O)CNC(=O)c3ccccc3)cn2c1,1%,
CC(=O)c1ccc(OCC(=O)Nc2ccc3c(c2)OCO3)cc1,-4%,
COc1ccc(C(=O)NNC(=O)c2cccs2)cc1S(=O)(=O)N1CCOCC1,-1%,
CC1Cc2ccccc2N1C(=O)COC(=O)c1cccc(Br)c1 (stereo unspecified),-6%,
COCCN(C(=O)COC(=O)c1ccc(Cl)s1)c1c(N)n(Cc2ccccc2)c(=O)[nH]c1=O,2%,
CC12CCC(C1)C(C)(C)C2NS(=O)(=O)c1ccc(F)cc1 (stereo unspecified),-7%,
COc1ccc(NC(=O)CSc2nnc3n2CCCCC3)cc1OC,3%,
COc1ccc(CN(C)C(=O)C2CCN(C(=O)Nc3ccccc3)CC2)cc1OC,-1%,
N#CC1C(=N)Cc2ccccc2-c2ccccc21 (stereo unspecified),7%,
COc1ccc2oc(C(=O)OCC(=O)N3CCN(C(C)=O)CC3)c(C)c2c1,6%,
# Remaining list, next part
SMILES,Dengue-2 NS5 capping,others
CC(CC(=O)OCC(=O)Nc1ccc2[nH]c(=O)[nH]c2c1)c1ccccc1 (stereo unspecified),4%,
Cc1cc(C(=O)Nc2ccccc2N2CCOCC2)no1,4%,
C[C@H](CO)N1C[C@H](C)[C@@H](CN(C)S(=O)(=O)c2ccccc2)Oc2c(NC(=O)C3CC3)cccc2C1=O,-5%,
COc1ccc(N2CC(NS(=O)(=O)c3ccc4ccccc4c3)CC2=O)cc1 (stereo unspecified),-7%,
CCOC(=O)CC(=O)Nc1cc2ccc(OC)c(OC)c2cc1C(=O)OCC,-1%,
COc1ccc(CN(C)C(=O)Cc2ccc(OC)c(S(=O)(=O)N3CCOCC3)c2)cc1,-8%,

# Five entries drawn at random from the list so far, as already listed:
SMILES,Dengue-2 NS5 capping,others
CC1(C)CC(=O)C=C(c2ccc(-c3ccccc3)cc2)C1=O,-7%,
O=C(NC1CCCC1)c1cccc2c1C(=O)c1ccc(N3CCCCC3)cc1S2(=O)=O,?,
COc1ccc(C(=O)NNC(=O)c2cccs2)cc1S(=O)(=O)N1CCOCC1,-1%,
CCOC(=O)c1ccccc1NC(=O)COC(=O)CSc1ccccc1,-2%,
CCOCC(=O)NC1CCc2cc(OC)c(OC)c(OC)c2-c2ccc(SC)c(=O)cc21 (stereo unspecified),0%,

# Part of the list above in order of length of the SMILES, rising.
SMILES,Dengue-2 NS5 capping,others
Cc1cc(C(=O)Nc2ccccc2N2CCOCC2)no1,4%,
CCOC(=O)CC(=O)Nc1cc2ccc(OC)c(OC)c2cc1C(=O)OCC,-1%,
C[C@H](CO)N1C[C@H](C)[C@@H](CN(C)S(=O)(=O)c2ccccc2)Oc2c(NC(=O)C3CC3)cccc2C1=O,-5%,
